Hsp70 displacement = Hsp70 inhibitors, probe displacement, primary screen, biochemical, fluorescence polarization (AID 583); Hsp70 fluorescence polarization probe displacement, mP; higher % means a stronger effect; one-dose displacement, % at 20 µM; IC50 in µM for titrated hits; 0.06% of 140,000 active; in the data active means displacement above about 50%;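 further: plate controls were vehicle for no effect and reference ligand for full effect; a part of the inactive calls stands beside numbers as strong as those of hits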
Rat MKP-3 inhibitors = MKP-3 phosphatase inhibitors, primary screen, biochemical, rat enzyme, in vitro (AID 425) | Dual specificity protein phosphatase 6 (Rattus norvegicus) | recombinant MKP-3 phosphatase activity, fluorescence; higher % means a stronger effect | one-dose inhibition, % at 20 µM; IC50 in µM for titrated hits | 0.17% of 110,000 active; in the data active means inhibition above about 50%;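 further: plate controls were vehicle for no effect and reference inhibitor for full effect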
The depositor's hits bear a star; . = not tested or not shown. This is a subset, so the mix of outcomes need not match the whole.

Hsp70 displacement | Rat MKP-3 inhibitors | molecule
6.9% | 0% | COc1ccc(N2C(=O)CC(N3CCCC4CCCCC43)C2=O)cc1 (stereo not given)
0.5% | 1% | COc1ccc([N+](=O)[O-])cc1/C=C1/C(=O)NC(=O)N(c2ccc(C(C)C)cc2)C1=O
3.9% | 0% | CCC(Oc1ccccc1)C(=O)N1CCN(c2ccc(Cl)cc2)CC1 (stereo not given)
-3.5% | -10% | CCOC(=O)C(C)c1nn(C)c(=O)c2ccccc12 (stereo not given)
0.1% | 2% | CN(Cc1ccccc1)C(=O)C1CCN(Cc2ccc(F)cc2)CC1
3.4% | . | Cc1cccc(N2CCN(C(=O)C(C)n3nc(C)n4c(cc5occc54)c3=O)CC2)c1C (stereo not given)
3.7% | -8% | CCCC1(C(=O)OCC)NC(c2ccc(N(C)C)cc2)C2C(=O)N(c3ccccc3)C(=O)C21 (stereo not given)
-1.1% | -4% | Cn1ncc2nnn(-c3ccccc3)c(=O)c21
-0.6% | 1% | CCCCc1nc2c(=O)[nH]c3ccccc3c2o1
2.4% | 3% | Cc1cc(Br)cc(C)c1NC(=O)C(C)C
0.0% | 2% | O=c1nc2cc3[nH]c4c(=O)c5ccccc5c4[nH]c3cc2n1
1.6% | -15% | CCCc1nc(-c2ccc(-c3ccc(F)cc3)cc2)no1
-3.7% | 3% | Cn1c(SCc2cc(=O)n3cc(Br)ccc3n2)nnc1C1COc2ccccc2O1 (stereo not given)
1.2% | -5% | Cc1cc(/C=C2\C(=O)NC(=O)N(c3ccc4c(c3)OCO4)C2=O)c(C)n1-c1cccnc1
-3.6% | -9% | Cc1cc(C)nc(N2CCCC(C(=O)Nc3ccc4nc(C)c(C)nc4c3)C2)n1 (stereo not given)
-5.4% | 3% | COc1ccc(C(N=C2NS(=O)(=O)c3cc([N+](=O)[O-])ccc32)c2ccccc2)cc1 (stereo not given)
3.2% | -1% | COC(=O)CSC1=C(C#N)C(c2cccc(OC)c2)CC(=O)N1 (stereo not given)
2.1% | 1% | COc1ccc(OC)c2sc(N3CCN(c4ccccc4)CC3)nc12
1.1% | -1% | CCc1ccccc1NC(=O)C(=O)NCc1ccc(F)cc1
1.7% | 1% | Cc1cc(C)c2[nH]c(=O)c(C(c3nnnn3Cc3ccc4c(c3)OCO4)N3CCCCC3)cc2c1 (stereo not given)
-1.8% | 1% | C/C(=C1/SC(=S)NC1=O)c1ccc(C)cc1
-2.0% | 0% | O=C(Nc1ccccc1)N(CCCN1CCOCC1)Cc1ccccc1F
-2.4% | -10% | CCOC(=O)c1cccc(NC(=O)CCc2nc(-c3ccccc3F)no2)c1
2.8% | -1% | CCOC(=O)/C(=C1/OC(=O)c2ccccc21)c1ccc([N+](=O)[O-])cc1
-1.8% | 2% | CC(C)Sc1nnc([C@H](C)NC(=O)OC(C)(C)C)o1
0.4% | -4% | CCSc1sc(CC)cc1C(=O)O
2.8% | 1% | COc1ccc(OC)c(-c2nnc(SCC(=O)N3CCCc4ccccc43)o2)c1
-0.3% | -4% | CCC1=NN2C(=N)/C(=C/c3ccc(OCc4ccc(F)cc4)cc3)C(=O)N=C2S1
3.4% | -13% | Cc1ccc(N2CCN(c3ccc(C)cc3)C2c2ccncc2)cc1
3.4% | -10% | CCOC(=O)c1c(NC(=O)CSc2n[nH]c(-c3ccco3)n2)sc(C)c1C
-5.5% | -9% | Cc1cc(O)c(-c2cc(C(=O)NCc3ccc4c(c3)OCO4)[nH]n2)cc1C
0.2% | -2% | COc1cc(OC)nc(NC(=O)CN2CCN(c3ccc(F)cc3)CC2)n1
2.8% | -8% | Oc1ccc(N2CCN(c3ncnc4sc5c(c34)CCC5)CC2)cc1
2.9% | 0% | CCCC1C(=O)CC(c2ccccc2)N(C)C1c1ccccc1 (stereo not given)
-0.1% | -24% | Cc1ccc(C)c(-n2c(SCC(=O)Nc3nnc(C)s3)nnc2-c2ccoc2C)c1
-0.6% | 3% | O=C(CCNS(=O)(=O)c1ccc(Br)cc1)NCc1ccc2c(c1)OCO2
2.8% | . | O=C(CCc1ccccc1)N1CCN(c2ccc(Cl)cc2)CC1
0.4% | . | CCCCCC(=O)NC(NC(=S)N1CCOCC1)C(Cl)(Cl)Cl (stereo not given)
0.1% | 0% | O=C(CSc1ncccn1)NN=C1CCCC1
-0.5% | 4% | CCC(Oc1ccccc1)C(=O)Nc1sc(C)c(C)c1C(=O)OC (stereo not given)
-4.4% | -2% | Cc1ccc2nc3nc(C)cc(C)c3c(N)c2c1
4.6% | 1% | CCC(=O)Nc1ccc(NC(=O)c2ccc(Br)o2)cc1
6.8% | . | c1cncc(CNc2ccc3c(c2)OCO3)c1
5.5% | . | COc1ccc(Cl)cc1C(=O)Nc1ccc2c(c1)OCO2
2.7% | 3% | CCC1CCc2c(sc(NC(=O)c3c(-c4ccccc4)noc3C)c2C(N)=O)C1 (stereo not given)
-4.4% | 2% | Cc1ccc(C(=O)Oc2ccc(/C=c3/sc4nc5ccccc5n4c3=O)cc2)cc1
-5.4% | 2% | COc1ccc(C2C(C(=O)NCc3ccccn3)c3ccccc3C(=O)N2C)cc1OC (stereo not given)
-0.9% | 3% | CCN(CC)S(=O)(=O)c1ccc(N)cc1
-0.9% | 1% | COc1c(Cl)ccc(Cl)c1C(=O)Nc1cccc(Br)c1
. | -4% | COc1cccc2c(C)c(C(=O)O)[nH]c12
3.1% | 2% | COc1ccc(COC(=O)C2=C(C)NC3=C(C(=O)CC(C)(C)C3)C2c2ccc(Cl)c([N+](=O)[O-])c2)cc1 (stereo not given)
4.0% | -1% | CN(C)c1cccc(C(=O)NC(c2ccccc2)c2ccccc2)c1
-4.8% | -12% | N#Cc1nc(-c2ccccc2)oc1NCCN1CCCCC1
-5.6% | 8% | O=S1(=O)c2ccccc2-c2cc(-c3nc(C4=CNC5C=CC=CC45)[nH]c3-c3ccccc3)ccc21 (stereo not given)
1.7% | -7% | Cn1c(=O)oc2cc(Cl)c(C(=O)O)cc21
1.4% | -4% | Nc1cccc(C(=O)Nc2ccco2)c1
0.3% | . | CN(C(=O)c1ccccn1)C1(C(=O)NC2CCCCC2)CCCCC1
-2.3% | 7% | CC(C)c1nc(SCc2ccccn2)c2c(=O)n(C)c(=O)n(C)c2n1
4.5% | -2% | O=C(Cc1cn2ccsc2n1)OCc1ccccc1
-1.4% | 5% | CCC(C)[C@H](NC(=O)NCc1cccc(OC)c1)C(=O)O (stereo not given in full)

Five entries drawn at random from those above:
Hsp70 displacement | Rat MKP-3 inhibitors | molecule
4.5% | -2% | O=C(Cc1cn2ccsc2n1)OCc1ccccc1
-5.6% | 8% | O=S1(=O)c2ccccc2-c2cc(-c3nc(C4=CNC5C=CC=CC45)[nH]c3-c3ccccc3)ccc21 (stereo not given)
1.7% | -7% | Cn1c(=O)oc2cc(Cl)c(C(=O)O)cc21
-4.4% | 2% | Cc1ccc(C(=O)Oc2ccc(/C=c3/sc4nc5ccccc5n4c3=O)cc2)cc1
-5.4% | 2% | COc1ccc(C2C(C(=O)NCc3ccccn3)c3ccccc3C(=O)N2C)cc1OC (stereo not given)

Next section.
Hsp70 displacement | Rat MKP-3 inhibitors | molecule
3.2% | -2% | Cc1ccccc1CSc1nnc(-c2ccccn2)n1N
2.1% | 3% | Cc1ccc(OCc2nc(-c3ccc(Cl)cc3)no2)c(Br)c1
0.2% | . | CC(=O)c1c(C)[nH]c(C(=O)OCC(=O)N(C)C)c1C
4.9% | . | Cc1ccc(S(=O)(=O)NC2=NCN(CCOC(=O)c3ccc([N+](=O)[O-])cc3)CN2)cc1
-2.1% | -6% | Cc1noc(C)c1C(=O)NC(C)c1ccc2c(c1)OCO2 (stereo not given)
0.7% | 2% | COc1ccc(-c2c(C#N)c(N)nc(SCC(=O)OCc3ccccc3)c2C#N)cc1
5.5% | -3% | Cc1cc(C)cc(NC(=O)CSc2nnc(-c3ccccc3Br)o2)c1
-0.1% | 2% | COc1cc(N2N=C(c3ccccc3)CC2c2ccccc2)c(C=O)cc1C=O (stereo not given)
2.4% | -10% | CCOC(=O)c1cnc2ccc(C(=O)OC)cc2c1NCc1ccco1
1.4% | -1% | COc1cc(COCC(O)CN2CCOCC2)cc(OC)c1OC (stereo not given)
-3.7% | -6% | CCOC(=O)C1=C(C)NC(C)=C(C(=O)OCC)C1c1cc(N)ccc1OC(F)F
6.4% | -2% | CCNC(=O)N1c2ccc(C)cc2C(C)=CC1(C)C
8.9% | . | CCOC(=O)Cc1csc(NC(=O)c2ccc(Br)o2)n1
0.8% | -13% | CCCCOc1ccc(-c2nnn(C(C)C(=O)OCC)n2)cc1 (stereo not given)
0.5% | -4% | Cc1ccc(-c2nc3cc(N)ccc3o2)cc1
-4.2% | . | Cc1ccc(C(NC(N)=O)c2ccccc2)cc1 (stereo not given)
0.1% | 4% | c1cc(NCc2ccc3c(c2)OCO3)cc(-c2nc3ccccc3o2)c1
-0.3% | -4% | COCCn1c(C)c(C(=O)O)sc1=S
-4.5% | -3% | Nc1ccc(S(=O)(=O)N2CCCc3ccccc32)cc1
2.2% | -1% | Cc1c(N2C(=O)CS/C2=N\N=C\c2ccc(Cl)cc2)c(=O)n(-c2ccccc2)n1C
-0.2% | 4% | COc1cc(NC(=O)c2ccccc2I)ccc1NC(=O)c1ccco1
-4.6% | -8% | COC(=O)C1=C(C)OC(N)=C(C#N)C1c1cc(OC)ccc1OC (stereo not given)
6.3% | 10% | Cc1ccc(S(=O)(=O)n2nc(OC(=O)C3CCCCC3)cc2N)cc1
-4.2% | 3% | O=C(c1ccc(I)cc1)N1CCOCC1
1.8% | 4% | CCCc1cc(C(=O)NC2CCCC2)no1
7.0% | -6% | CCOC(=O)CCc1c(C)nc2c(c(C)nn2C(C)(C)C)c1C
9.7% | 1% | Cc1cc(C)nc(SCC(=O)N/N=C/c2cc([N+](=O)[O-])ccc2O)n1
-4.7% | 4% | O=C(Nc1c(Cl)cccc1Cl)C1CCCC1
-0.2% | . | Cc1cc(C)c2[nH]c(=O)c(C(c3nnnn3C(C)(C)C)N(Cc3ccco3)CC3CCCO3)cc2c1 (stereo not given)
1.8% | 2% | COc1ccc(C2(CNC(=O)CCc3ccccc3)CCCC2)cc1OC
-6.4% | 3% | CCOc1ccc2nc(NC(=O)c3cccc(Br)c3)sc2c1
-2.3% | -1% | CC(=O)Nc1cccc(OCC(=O)NS(=O)(=O)c2ccc(Cl)cc2)c1
-1.0% | . | CCc1ccc(-n2c(SCc3c(C)noc3C)nnc2-c2ccncc2)cc1
7.1% | -6% | C/C(=N\S(=O)(=O)c1ccc(C)cc1)N1CCN(S(=O)(=O)c2ccccc2)C1
1.7% | -7% | O=C(CSc1nnc2scc(-c3ccc(Cl)cc3)n12)NCc1ccc2c(c1)OCO2
0.2% | -6% | Cn1c(=O)c2c(nc(SCCN3CCOCC3)n2Cc2ccccc2Cl)n(C)c1=O
-2.1% | 4% | COc1ccc(CC(=O)Nc2c3c(nn2-c2cccc(C)c2C)CS(=O)C3)cc1OC (stereo not given)
-2.3% | 0% | CCCCc1nc(N)c(C#N)c(-c2cccc(Br)c2)c1CCC
-1.9% | -12% | COc1ccc(-c2nnc(CSc3nc4ccccc4c(=O)n3CC3CCCO3)o2)cc1OC (stereo not given)
-2.0% | 4% | COCC(C)OC(=O)C(C#N)c1nc2ccccc2nc1N1CCN(Cc2ccccc2)CC1 (stereo not given)
-3.4% | . | O=C1CC(c2ccccc2)c2c(O)cc(O)cc2O1 (stereo not given)
-0.4% | -3% | Cc1c(NC(=O)CSc2nnc(-c3cccc(Cl)c3)o2)c(=O)n(-c2ccccc2)n1C
3.3% | -6% | CCOC(=O)Cc1c(C)c2ccc(N(CC)CC)cc2oc1=O
3.5% | . | CC(C)(C)CC(C)(C)Nc1c(-c2ccc(O)cc2)nc2cnccn12
150% | . | COC(=O)c1ccc(NC(=O)CN2C(=O)C3C4C=CC(C4)C3C2=O)cc1 (stereo not given)
. | 1% | O=C(Nc1ccc(Cl)cc1)C1CC(=O)N(c2ccccc2)C1 (stereo not given)
-1.6% | 0% | COc1ccc(CCNC(=O)c2ccccc2[N+](=O)[O-])cc1OC
6.4% | -4% | N#CC1=C(N)OC2=C(CCC/C2=C/c2ccoc2)C1c1ccoc1 (stereo not given)
2.8% | . | CCn1c(C)nc2cc(S(=O)(=O)C(F)(F)F)ccc21
-0.2% | . | Cc1ccc(CNC(=O)CSc2nc3n[nH]c(C)c3c(=N)n2-c2cccc(C)c2)cc1
0.3% | 2% | COc1ccc(Cl)cc1NC(=O)COc1ccccc1C
-0.1% | -2% | CCC(C)NC(=O)CSc1nc2ccc(N3CCOCC3)cc2c(=O)n1CCc1ccccc1 (stereo not given)

6 structures from above, arranged by length of the SMILES, largest number first.
Hsp70 displacement | Rat MKP-3 inhibitors | molecule
-0.2% | . | Cc1ccc(CNC(=O)CSc2nc3n[nH]c(C)c3c(=N)n2-c2cccc(C)c2)cc1
-0.1% | -2% | CCC(C)NC(=O)CSc1nc2ccc(N3CCOCC3)cc2c(=O)n1CCc1ccccc1 (stereo not given)
3.5% | . | CC(C)(C)CC(C)(C)Nc1c(-c2ccc(O)cc2)nc2cnccn12
-1.6% | 0% | COc1ccc(CCNC(=O)c2ccccc2[N+](=O)[O-])cc1OC
2.8% | . | CCn1c(C)nc2cc(S(=O)(=O)C(F)(F)F)ccc21
0.3% | 2% | COc1ccc(Cl)cc1NC(=O)COc1ccccc1C

Some of the entries so far, as labelled records.
CCOC(=O)CCc1c(C)nc2c(c(C)nn2C(C)(C)C)c1C
  Hsp70 displacement: 7.0%
  Rat MKP-3 inhibitors: -6%
CCCc1nc(-c2ccc(-c3ccc(F)cc3)cc2)no1
  Hsp70 displacement: 1.6%
  Rat MKP-3 inhibitors: -15%
